Source: PubChem BioAssay
RPL19A TOR yeast – yeast TOR pathway RPL19A-GFP modulation | S. cerevisiae RPL19A-GFP strain, flow cytometry, 3 h; hits give low values | percent response vs DMSO, % at 10 µM | 0.3% of 330,000 active;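 active = percent response vs DMSO below 50%; inconclusive = fewer than 70 events counted for the yeast strain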;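 note: median channel GFP fluorescence of the barcoded RPL19A-GFP strain; ratio of sample median GFP to plate DMSO average so 100% = DMSO; lower means less RPL19A-GFP as with rapamycin TOR inhibition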
GASC-1 inh – blocks human GASC-1 demethylase activity | GST-JMJD2C(1-420) H3K9me3 demethylation, DELFIA europium | inhibition, % at 2.35 µM | 0.069% of 330,000 active | AID 2099;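 active = more than half of a compound's replicate wells show inhibition beyond 50%, single wells judged on their own value; inconclusive = some, but no more than half, of replicates pass 50% inhibition; inactive = no replicate passes 50% inhibition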;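 note: signal counts dimethyl H3K9 product captured on neutravidin plate; 0% = median of DMSO wells and 100% = 0.3 times that DMSO median; strong numbers were not always called active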
MEP2 TOR yeast – modulators of TOR pathway MEP2-GFP in S. cerevisiae. S. cerevisiae MEP2-GFP strain, flow cytometry GFP, 3 h; 100% = DMSO control level. GFP response vs DMSO, % at 10 µM. 0.51% of 330,000 active. AID 2016;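 active = GFP response versus DMSO above a set limit, roughly screen mean plus 3 SD, cut at about 180% in these data; inconclusive = fewer than 70 cells counted for a yeast strain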;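 note: median GFP fluorescence of the barcode-gated MEP2-GFP cells per well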
LAP4-GFP MLPCN – alters LAP4-GFP fluorescence in TOR pathway yeast screen | S. cerevisiae LAP4-GFP multiplex, flow cytometry GFP, 3 h; median GFP as percent of DMSO wells | GFP response vs DMSO, % at 10 µM | 0.34% of 320,000 active | AID 2023;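 active = GFP response vs DMSO above a set limit, about the screen mean plus 3 SD, cut at about 150% in these data; inconclusive = under 70 cell events counted for the yeast strain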
CR mimetic SO – lowers age-related superoxide in aged yeast cells; S. cerevisiae aged cells, superoxide DHE fluorescence; hits give low values; superoxide response (% of plate mean), % at 10 µM; 0.18% of 330,000 active; AID 2690;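 active = superoxide response under a set limit, about three screen SD below normal, cut at about 65% in these data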;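 note: yeast aged for seven days with compound at 30 °C before DHE staining; 100% = average MFI of all compound-treated wells on the plate with controls excluded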
AHR activator – human AHR activation; AHR-responsive luciferase reporter cells, luminescence; activation, % at 5 µM; 2.5% of 320,000 active; AID 2796; in the data active = activation above about 47%;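 note: 0% = vehicle wells and 100% = reference agonist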
Target sequence (P35869 whole entry, looked up): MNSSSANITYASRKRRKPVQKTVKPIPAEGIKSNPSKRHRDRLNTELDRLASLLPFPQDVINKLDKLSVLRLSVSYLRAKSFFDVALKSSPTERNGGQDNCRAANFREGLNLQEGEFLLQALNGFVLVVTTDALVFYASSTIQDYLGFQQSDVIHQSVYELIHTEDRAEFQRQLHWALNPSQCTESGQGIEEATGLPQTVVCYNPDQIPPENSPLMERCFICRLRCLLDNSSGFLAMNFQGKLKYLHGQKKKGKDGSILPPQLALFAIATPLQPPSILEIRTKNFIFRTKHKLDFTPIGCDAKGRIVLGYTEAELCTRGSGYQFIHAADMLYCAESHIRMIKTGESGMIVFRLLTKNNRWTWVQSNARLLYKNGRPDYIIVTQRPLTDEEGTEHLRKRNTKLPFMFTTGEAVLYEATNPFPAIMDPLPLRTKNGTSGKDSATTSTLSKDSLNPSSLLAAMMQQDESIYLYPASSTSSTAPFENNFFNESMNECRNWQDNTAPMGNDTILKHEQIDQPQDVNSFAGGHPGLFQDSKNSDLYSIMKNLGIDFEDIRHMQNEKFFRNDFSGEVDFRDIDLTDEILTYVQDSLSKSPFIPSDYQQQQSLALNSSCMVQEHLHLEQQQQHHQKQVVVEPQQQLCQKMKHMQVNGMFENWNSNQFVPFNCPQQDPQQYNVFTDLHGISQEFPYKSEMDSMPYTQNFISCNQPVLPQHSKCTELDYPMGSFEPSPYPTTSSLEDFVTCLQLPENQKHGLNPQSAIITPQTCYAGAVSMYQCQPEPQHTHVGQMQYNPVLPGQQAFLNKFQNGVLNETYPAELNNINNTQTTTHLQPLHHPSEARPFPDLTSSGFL
procasp7 counter – counter-screen for procaspase-3 activators: activators of human procaspase-7. P55210. activation, % at 8.5 µM. recombinant procaspase-7, Ac-DEVD-pNA absorbance 405 nm; D23A/D198A/D206A triple mutant, cannot self-cleave; scale: DMSO 0, 5 µM enzyme 100. 0.093% of 330,000 active;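 active = percent activation above the screen-wide mean plus 3 SD, cut at about 25% in these data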
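Assay system: Uncleavable procaspase-7 mutant enzyme; Input: 2 µM procaspase-7 mutant as dispensed; Also added: DEVD-pNA substrate; Medium: Zinc-free HEPES pH 7.4 with 300 mM NaCl, 0.01% Triton X-100; Timing: 1 h compound preincubation, 2 h substrate cleavage, 25 °C; Measured by: Epi-absorbance of released pNA at 405 nm, two timepoints.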
proCasp3 act – activators of human procaspase-3 | P42574 | recombinant procaspase-3 D3A, Ac-DEVD-pNA absorbance 405 nm | activation, % at 8.5 µM | 0.11% of 330,000 active | AID 463141;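 active = activation above the mean of all tested compounds plus 3 SD, cut at about 21% in these data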;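 note: 0% = DMSO alone and 100% = DMSO wells spiked with extra 5 µM PC-3 D3A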
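material = Procaspase-3 D3A mutant | probe or stimulus = Ac-DEVD-pNA | compound = single dose, 8.5 µM nominal compound, 0.8% DMSO | timing = 1 h preincubation, 2 h reaction | measured by = 405 nm absorbance of p-nitroaniline, reads at 0 and 120 min | benchmarks = DMSO-only low control, 5 µM PC-3 D3A high control | repeats = singlicate, each compound tested once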
The depositor's hits bear a star; ? = inconclusive; . = no result given.

SMILES	RPL19A TOR yeast	GASC-1 inh	MEP2 TOR yeast	LAP4-GFP MLPCN	CR mimetic SO	AHR activator	procasp7 counter	proCasp3 act
O=C(O)c1cnn2c(C(F)(F)F)cc(-c3ccco3)nc12	100	-6	92	80	107	-3	-1	-8
O=S(=O)(c1cccc(C(F)(F)F)c1)N1CCN(S(=O)(=O)c2ccc3c(c2)OCCO3)CC1	95	0	89	85	90	0	-5	-3
COc1ccc2nc(C)cc(SCC(=O)N3CCCCC3)c2c1	89	-11	91	89	100	8	2	-9
CCOc1ccc(-c2nnc(SCC(=O)N3CCOCC3)o2)cc1	100	-16	102	94	113	0	-3	-8
Cc1c(Cc2ccc3c(c2)OCO3)sc(NC(=O)C2CC2)c1C(N)=O	94	8	95	110	104	0	-6	-12
S=C(NCCCc1ccccc1)Nc1ccc(Br)cc1	104	3	98	92	90	.	.	.
O=C(O)CS(=O)CC(=O)Nc1cccc(C(F)(F)F)c1 (stereo not drawn)	105	1	105	98	95	-6	8	0
CCOC(=O)N1CCN(C(=O)C2COc3ccccc3O2)CC1 (stereo not drawn)	95	-7	96	89	112	-7	7	1
COc1ccc(Nc2oc(COc3ccc(C)cc3)nc2C#N)cc1	96	-10	101	93	95	7	-2	1
Cc1ccccc1NC(=O)CSc1ccc(-c2ccc(-n3cccn3)cc2)nn1	100	-3	102	120	119	2	-1	6
OC(CN1C2=NCCN2c2ccccc21)c1ccc(Br)cc1 (stereo not drawn)	98	2	113	99	86	1	6	10
COc1ccc(N(Cc2ccccc2)S(=O)(=O)c2cccc(C(=O)Nc3ccccn3)c2)cc1	99	.	96	101	89	1	12	4
O=c1cc(Cn2ccnc2)c2cc(O)ccc2o1	105	1	103	94	107	.	.	.
Cc1ccc2c(c1)C(SCC(=O)NCCc1ccccc1)CC1(CCCC1)O2 (stereo not drawn)	95	1	110	100	90	1	0	1
O=C(/C=C/c1cccnc1)c1ccc(F)c(F)c1	101	1	102	101	110	0	6	3
Cc1ccc(S(=O)(=O)c2nc(S(C)(=O)=O)sc2N2CCOCC2)cc1	95	-19	101	94	92	0	-10	6
O=S(=O)(c1ccc(Sc2nnc3ccccn23)nc1)N1CCOCC1	95	-17	96	89	98	0	-5	7
Oc1ccc(Br)cc1/C=N/Nc1ncc(-c2ccccc2)cn1	108	0	109	111	88	2	-4	2
COc1ccc(NS(=O)(=O)c2cccc(C(=O)N/N=C/c3ccc(O)cc3)c2)cc1	108	7	106	100	86	2	-1	5
COc1ccc(C(=O)OCC(=O)Nc2c(C)n(C)n(-c3ccccc3)c2=O)cc1OC	99	.	95	105	112	0	4	2
N/C(=N\NC(=O)c1cccs1)c1cc2ccccc2oc1=O	96	1	102	96	98	20	0	1
O=C(COc1ccc(-n2cnnn2)cc1)Nc1ccc(F)cc1	97	-3	94	104	92	-2	10	-4
CCOc1ccc(C(c2c(C)[nH][nH]c2=O)c2c(C)[nH][nH]c2=O)cc1OC	100	-1	102	113	94	14	-13	-5
CC1CCCC(NC(=O)CCCn2ncn3c(cc4occc43)c2=O)C1C (stereo not drawn)	100	2	100	110	104	1	-2	-2
O=C(Nc1ccc(Cl)c(Cl)c1)N1CCSCC1	101	-5	108	111	80	3	12	7
Cc1ccc(NC(=O)COC(=O)C2CCC(=O)N2)c(S(=O)(=O)N2CCOCC2)c1 (stereo not drawn)	98	2	101	101	86	-2	6	4
CC1=C(C(=O)Nc2ccc(Cl)cc2)C(c2ccncc2)C(C#N)=C(SCC(N)=O)N1 (stereo not drawn)	104	1	104	98	106	3	-3	-9
Cc1c(C)n2c(SCC(=O)Nc3cccc4ccccc34)nnc2[nH]c1=O	103	-4	105	106	96	0	-1	2
CC(C)(C)C(=O)Nc1cccc(C(=O)c2cccc(NC(=O)C(C)(C)C)c2)c1	?	-9	?	?	102	1	-2	3
COc1ccc(N2CCN(C(=O)c3ccc(COc4ccc5c(C)cc(=O)oc5c4)cc3)CC2)cc1	108	9	105	90	109	-1	-9	7

A run of entries of the results above, as a working copy:
SMILES	RPL19A TOR yeast	GASC-1 inh	MEP2 TOR yeast	LAP4-GFP MLPCN	CR mimetic SO	AHR activator	procasp7 counter	proCasp3 act
COc1ccc(N(Cc2ccccc2)S(=O)(=O)c2cccc(C(=O)Nc3ccccn3)c2)cc1	99	.	96	101	89	1	12	4
O=c1cc(Cn2ccnc2)c2cc(O)ccc2o1	105	1	103	94	107	.	.	.
Cc1ccc2c(c1)C(SCC(=O)NCCc1ccccc1)CC1(CCCC1)O2 (stereo not drawn)	95	1	110	100	90	1	0	1
O=C(/C=C/c1cccnc1)c1ccc(F)c(F)c1	101	1	102	101	110	0	6	3
Cc1ccc(S(=O)(=O)c2nc(S(C)(=O)=O)sc2N2CCOCC2)cc1	95	-19	101	94	92	0	-10	6
O=S(=O)(c1ccc(Sc2nnc3ccccn23)nc1)N1CCOCC1	95	-17	96	89	98	0	-5	7
Oc1ccc(Br)cc1/C=N/Nc1ncc(-c2ccccc2)cn1	108	0	109	111	88	2	-4	2
COc1ccc(NS(=O)(=O)c2cccc(C(=O)N/N=C/c3ccc(O)cc3)c2)cc1	108	7	106	100	86	2	-1	5
COc1ccc(C(=O)OCC(=O)Nc2c(C)n(C)n(-c3ccccc3)c2=O)cc1OC	99	.	95	105	112	0	4	2
N/C(=N\NC(=O)c1cccs1)c1cc2ccccc2oc1=O	96	1	102	96	98	20	0	1
O=C(COc1ccc(-n2cnnn2)cc1)Nc1ccc(F)cc1	97	-3	94	104	92	-2	10	-4
CCOc1ccc(C(c2c(C)[nH][nH]c2=O)c2c(C)[nH][nH]c2=O)cc1OC	100	-1	102	113	94	14	-13	-5
CC1CCCC(NC(=O)CCCn2ncn3c(cc4occc43)c2=O)C1C (stereo not drawn)	100	2	100	110	104	1	-2	-2
O=C(Nc1ccc(Cl)c(Cl)c1)N1CCSCC1	101	-5	108	111	80	3	12	7
Cc1ccc(NC(=O)COC(=O)C2CCC(=O)N2)c(S(=O)(=O)N2CCOCC2)c1 (stereo not drawn)	98	2	101	101	86	-2	6	4
CC1=C(C(=O)Nc2ccc(Cl)cc2)C(c2ccncc2)C(C#N)=C(SCC(N)=O)N1 (stereo not drawn)	104	1	104	98	106	3	-3	-9
Cc1c(C)n2c(SCC(=O)Nc3cccc4ccccc34)nnc2[nH]c1=O	103	-4	105	106	96	0	-1	2

Further records follow.
SMILES	RPL19A TOR yeast	GASC-1 inh	MEP2 TOR yeast	LAP4-GFP MLPCN	CR mimetic SO	AHR activator	procasp7 counter	proCasp3 act
Cc1ccn2cc(-c3cccc(S(=O)(=O)N4CC(C)OC(C)C4)c3)nc2c1 (stereo not drawn)	92	-12	83	85	108	29	-5	1
Cc1cc(Cl)c2oc(C(=O)NCCN3CCOC3=O)c(C)c2c1	98	-2	96	108	94	7	12	8
CCOc1ccc(C(=O)O/N=C(\N)c2ccccn2)cc1OCC	102	9	100	98	98	7	12	1
Cc1ccc(C(C(=O)NCC2CCCO2)N(C(=O)c2snc(C(N)=O)c2N)c2ccccc2)o1 (stereo not drawn)	97	-2	107	94	93	1	4	2
CCOC(=O)N/N=C(\C)c1ccc(-n2cnnn2)cc1	95	-16	101	101	101	1	3	11
N/C(=N\OC(=O)CCc1ccccc1)c1cccc(Br)c1	96	4	98	113	91	-2	4	3
Cc1ccccc1OCC(=O)OC1CCN(C)CC1	88	-2	96	94	110	1	0	0
Cc1cc(NS(=O)(=O)c2ccc(NC(=O)CSc3nc4ncc(Cl)cc4[nH]3)cc2)nc(C)n1	95	13	95	104	94	4	5	-1
Cc1cs/c(=N\N=C2CCCCC2)n1Cc1ccco1	94	11	102	105	96	10	-19	-2
CN(C)c1ccc(NC(=O)c2cn(-c3ccccc3)nc2-c2cccs2)cc1	106	1	106	108	94	-1	0	-3
Cc1cc(NC(=O)COC(=O)C2CC(=O)N(c3ccccc3Cl)C2)no1 (stereo not drawn)	78	-7	115	94	112	3	-2	1
CCc1cccc(NC(=S)Nc2cccc3ccccc23)c1	99	3	95	98	106	78*	-7	-8
O=C(Cc1ccc([N+](=O)[O-])cc1)N/N=C/c1ccc([N+](=O)[O-])o1	102	-1	94	111	121	10	-5	-4
Cc1cc(C)nc(-n2nc(C)cc2NC(=O)CN2CCc3ccccc3C2)n1	98	11	101	91	85	8	-2	9
O=C1NC(CCc2ccccc2)C(=O)N1CCOc1cccc(Br)c1 (stereo not drawn)	102	-2	106	95	112	0	4	-6
CCc1ccn2cc(-c3ccc4c(c3)OCO4)nc2c1	95	-4	94	105	110	-9	-1	-1
CN(C(=O)CN1C(=O)c2ccccc2S1(=O)=O)C1CCCCC1	99	-3	108	102	102	1	0	2
COC(=O)c1cc(S(=O)(=O)N2CCCCC2)c[nH]1	98	7	116	92	99	2	-6	7
CCCCN(C)C(=O)Cn1nc(Cc2ccncc2)c2ccccc2c1=O	100	-2	103	91	124	1	-8	5
Cn1cnc(S(=O)(=O)N2CCc3ccccc32)c1	94	0	92	98	109	5	-4	2
Cc1ccc(CNS(=O)(=O)c2cn(C)c(=O)n(C)c2=O)cc1	92	-2	97	106	102	0	5	-2
Cc1ccc(-n2ncc3ccccc3c2=O)cc1Cl	104	8	103	101	109	8	10	6
CCOC(=O)C1CCN(C(c2cc3cc(C)cc(C)c3[nH]c2=O)c2nnnn2C2CCCCC2)CC1 (stereo not drawn)	96	-2	107	94	116	-1	3	2
CCC1=NN2C(=N)/C(=C/c3ccc(OS(=O)(=O)c4ccc(C)cc4)c(OC)c3)C(=O)N=C2S1	102	9	108	94	97	1	11	-5
CCN(CC)S(=O)(=O)c1cc(NC(=O)C(C)N2CCN(c3ccccn3)CC2)ccc1C (stereo not drawn)	93	-8	94	92	100	0	6	6
CCCc1nnc(SCC(=O)Nc2cccc(Cl)c2Cl)o1	100	43	125	88	89	-1	4	-4
CCOc1ccccc1OCC(=O)Nc1ccc(S(=O)(=O)Nc2nc(C)cc(C)n2)cc1	99	-15	94	91	115	3	-14	2
Cc1cc(C(=O)NCCC(C)C)c2ccccc2n1	99	3	102	109	93	1	9	11
O=C(CNC(=O)c1ccc(Br)o1)OCc1ccc(Br)cc1	96	-2	93	105	106	-1	1	0
O=C(Nc1cccnc1)C(Cc1ccccc1)n1cccc1 (stereo not drawn)	100	-19	96	114	115	11	0	-5
O=C(COc1ncnc2sccc12)N1CCN(S(=O)(=O)c2ccc(Cl)cc2)CC1	97	0	107	99	79	1	4	2
CCOC(=O)C1CCN(CC(=O)N(CC(C)C)c2c(N)n(CC(C)C)c(=O)[nH]c2=O)CC1	100	3	99	89	112	0	5	5
COc1ccc2oc(C(=O)OCC(=O)NCCc3ccc(S(N)(=O)=O)cc3)c(C)c2c1	107	-3	100	108	98	0	-1	3
